PKA-R1A activ = PKA-R1A complex activation; P00514+P68181; PKA-R1A dissociation, Cy5-IP20 fluorescence polarization; scaled: DMSO 0%, 113 µM cGMP 100%; activation, % at 11.4 µM; 340,000 tested, 0.083% active; AID 504707;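 active means percent activation above the mean of all tested compounds plus 3 SD, cut at about 19% in these data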;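 further: higher means more PKAc released from R1A so a rise in polarization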
E coli growth = counter-screen for AddAB inhibitors: E. coli growth inhibition; AID 449728; 330,000 tested, 0.27% active; inhibition, % at 11.9 µM; E. coli V3065 growth, OD600 absorbance, 18 h;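 active means inhibition above the campaign's mean inhibition across all tested compounds plus 3 SD, cut at about 9.9% in these data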;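 further: uninfected addAB+ strain grown without phage in ampicillin broth; 0% = DMSO wells and 100% = ciprofloxacin 0.95 µg/ml wells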
HTR5A inv ctr = counter-screen for OPRM1-OPRD1 inverse agonists: human HTR5A inverse agonism | P47898 | HTR5A cell line, luminescence | inhibition, % at 9.3 µM | 340,000 tested, 0.083% active; in the data active means inhibition mostly above about 23%, no sharp cut-off; inactive means mostly below about 18%;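 further: 0% = cells with DMSO and 100% = no-cell wells with DMSO; some compounds called inactive have numbers as strong as hits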
Tat export inh = E. coli Tat transport inhibition; E. coli MC4100 TorA-mCherry Tat export, fluorescence; inhibition, % at 10 µM; 340,000 tested, 0.036% active; AID 488895;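 active means mean replicate inhibition at least 50% and at least half of replicates individually reaching 50%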;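 further: exported cargo escapes ClpAP degradation while cytoplasmic cargo is degraded and loses fluorescence; 0% = median of neutral control wells and 100% = median of NaSCN control wells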
CDK5 p35 inh = CDK5/p35 (human) kinase inhibition; 330,000 tested, 0.01% active; AID 488839; Recombinant CDK5/p35, ADP-Glo luminescence, 60 min; inhibition, % at 10 µM; Q00535+Q15078;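 active means highest replicate inhibition of at least 50% and at least 75% of replicates reaching 50%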;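 further: plate controls were DMSO neutral control for no effect and GW8510 at 10 µM for full effect; many of its hits are not listed in these tables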
PKA-R2B act = activators of human PKA-R2B complex | PKA-R2B holoenzyme dissociation, Cy5-IP20 fluorescence polarization; R2B truncated from residue 108, S112A mutant; 0% DMSO only, 100% 113 µM cGMP | activation, % at 11.4 µM | 340,000 tested, 0.079% active | AID 504700;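 active means activation above a cutoff set at the mean over all compounds plus 3 SD, cut at about 18% in these data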;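 further: higher means more holoenzyme dissociation and a rise in polarization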
Target sequence (P31323 whole entry, looked up, other chains not shown, the tested form may be a part): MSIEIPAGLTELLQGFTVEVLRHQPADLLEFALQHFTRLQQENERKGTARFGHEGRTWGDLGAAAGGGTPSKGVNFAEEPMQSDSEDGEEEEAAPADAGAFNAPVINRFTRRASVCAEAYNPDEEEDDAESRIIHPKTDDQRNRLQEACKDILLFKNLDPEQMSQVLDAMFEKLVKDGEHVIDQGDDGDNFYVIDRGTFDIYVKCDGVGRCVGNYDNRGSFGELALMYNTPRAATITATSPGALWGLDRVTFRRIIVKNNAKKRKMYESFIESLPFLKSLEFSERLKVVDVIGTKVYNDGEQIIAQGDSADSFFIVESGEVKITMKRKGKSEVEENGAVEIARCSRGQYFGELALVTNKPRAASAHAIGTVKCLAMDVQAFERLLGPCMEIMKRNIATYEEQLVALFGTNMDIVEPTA
SUMO Mot1 rescue = inhibitors of SUMOylation pathway: yeast Mot1-301 growth rescue | S. cerevisiae Mot1-301 growth rescue, ATP luminescence, 38.5C; percent above DMSO median, 100 means doubled | 320,000 tested, 1% active | AID 2716 | growth rescue, % at 18.8 µM;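 active means every valid replicate shows activation above 250% relative to neutral control wells; inactive means the rest, any valid replicate at or below 250%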;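 further: OY570 slx delta 5 strain wells were the positive control but not used for scaling; some compounds called inactive have numbers as strong as hits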
DAGLB inhibitor = diacylglycerol lipase beta (human) inhibition. Q8NCG7. HEK293T DAGLB membrane lysate, EnzChek fluorogenic substrate. inhibition, % at 5.17 µM. 340,000 tested, 0.059% active. AID 504411; in the data active means inhibition above about 34%;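 further: 0% = enzyme with vehicle and 100% = wells lacking enzyme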
Target sequence (Q8NCG7 whole entry, looked up): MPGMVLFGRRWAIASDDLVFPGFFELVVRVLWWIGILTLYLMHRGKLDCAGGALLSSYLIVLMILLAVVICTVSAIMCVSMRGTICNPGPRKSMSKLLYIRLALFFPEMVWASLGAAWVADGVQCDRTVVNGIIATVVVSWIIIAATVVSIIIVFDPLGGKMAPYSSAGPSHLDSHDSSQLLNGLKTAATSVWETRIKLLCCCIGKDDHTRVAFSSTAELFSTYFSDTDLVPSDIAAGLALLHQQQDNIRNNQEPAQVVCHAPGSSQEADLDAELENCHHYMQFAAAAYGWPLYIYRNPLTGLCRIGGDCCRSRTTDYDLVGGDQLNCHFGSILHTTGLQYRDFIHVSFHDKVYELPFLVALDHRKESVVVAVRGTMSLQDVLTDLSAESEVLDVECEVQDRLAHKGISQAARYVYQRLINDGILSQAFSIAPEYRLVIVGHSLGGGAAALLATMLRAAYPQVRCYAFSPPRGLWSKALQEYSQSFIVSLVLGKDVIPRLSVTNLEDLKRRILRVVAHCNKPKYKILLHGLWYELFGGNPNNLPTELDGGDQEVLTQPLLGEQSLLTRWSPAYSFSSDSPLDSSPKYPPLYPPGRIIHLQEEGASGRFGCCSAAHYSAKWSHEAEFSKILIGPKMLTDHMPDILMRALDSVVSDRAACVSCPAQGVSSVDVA
HTR5A ag = counter-screen for OPRM1-OPRD1 agonists: human HTR5A agonism. P47898. HTR5A agonist assay, luminescence, cell-based. activation, % at 9.3 µM. 340,000 tested, 0.61% active. AID 504692; in the data active means activation mostly above about 9.5%, no sharp cut-off; inactive means mostly below about 7.6%;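 further: 0% = cells with vehicle only and 100% = reference agonist; strong numbers were not always called active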
phage Ecoli inh = E. coli growth loss with phage present; 360,000 tested, 0.26% active; growth absorbance; AID 651602; inhibition, % at 11.9 µM; in the data active means inhibition above about 11%
AddAB inh = less growth of phage-infected E. coli with AddAB; E. coli expressing H. pylori AddAB, absorbance growth; inhibition, % at 11.9 µM; 330,000 tested, 0.29% active; AID 435030; in the data active means inhibition above about 12%;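 further: 0% = vehicle wells of infected cells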
The depositor's hits bear a star; / = not tested or not shown; & = joins results of further samples.

No.	SMILES	PKA-R1A activ	E coli growth	HTR5A inv ctr	Tat export inh	CDK5 p35 inh	PKA-R2B act	SUMO Mot1 rescue	DAGLB inhibitor	HTR5A ag	phage Ecoli inh	AddAB inh
1	OCc1nc2ccccc2n1C/C=C/c1ccccc1	-6	1.6	5	-5	-2.9	5	-14	-1	-3	3.2	1.3
2	COc1ccc(Cl)cc1NC(=O)Nc1cn(C)nc1C	-11	-0.4	7	-7	-1.4	-6	-23	3	2	-0.6	1.1
3	COC(=O)c1[nH]c2cc(OC)ccc2c1NC(=O)c1nonc1C	7	0.5	18	-5	-0.2	5	12	-3	0	3.0	1.0
4	COc1cccc(C2=NN(C(=O)c3ccco3)C(c3ccco3)C2)c1 (stereo not given)	-4	-3.0	-13	-3	2.5	4	2	0	2	-0.2	-0.8
5	CC(=O)N1C(C(=O)O)Cc2c([nH]c3ccccc23)C1(C)C (stereo not given)	-6	-0.8	-3	-7	0.6	8	-9	-2	1	1.1	0.0
6	Nc1nc2c(F)c(F)c(F)cc2s1	-4	0.2	-8	0	-1.9	3	-21	-1	7	1.7	1.8
7	CC1(C)CC(=O)C(C(C2=C(O)CC(C)(C)CC2=O)c2cccc(O)c2)C(=O)C1 (stereo not given)	-6	0.4	0	10	0.3	-6	0	-1	0	1.1	1.9
8	COC(=O)c1ccccc1NC(=O)c1ccc2c(c1)OCCO2	-10	0.9	-9	1	-1.2	-9	11	-9	2	3.1	1.2
9	CC(=O)NCCC(=O)N1CCCC(C(=O)c2ccc3c4c(cccc24)CC3)C1 (stereo not given)	0	0.3	2	1	3.0	-1	2	-2	3	0.6	0.5
10	CCCNC(=O)c1cn(CC)c2cc(N3CCN(C)CC3)c(F)cc2c1=O	4	100*	6	81*	-0.5	-11	1	-2	-2	100*	98*
11	Cc1cccc(/C(N)=N/OC(=O)N2CCOCC2)c1	-7	2.9	-9	1	4.1	-2	-11	-4	6	2.4	3.0
12	Cc1cc(C)n2nc(C(=O)OCC(=O)Nc3ccc(F)cc3F)nc2n1	-9	1.4	8	3	-1.4	-7	-7	-3	-3	3.6	1.2
13	CCCN(C(=O)COC(=O)C12CCC(=O)N1c1ccccc1S2)c1c(N)n(Cc2ccccc2)c(=O)[nH]c1=O (stereo not given)	-8	0.3	11	8	0.6	1	53	2	2	0.5	4.9
14	CN1CCN(C(=O)/C=C/c2c(F)cccc2Cl)CC1	14	1.2	5	0	0.2	5	-2	0	-4	-1.3	2.9
15	COc1ccc(-c2cc(C(=O)Nc3ccc(C(N)=O)cc3)c3ccccc3n2)cc1	1	-0.6	-13	-12	-0.5	-1	8	2	5	-0.6	5.2
16	NC(=O)CSc1ccc(F)cc1	7	0.8	-27	0	1.8	0	-4	-1	1	3.6	-1.4
17	COc1cc(/C=C2\C(=O)N(c3ccc(NC(C)=O)cc3)N=C2c2ccccc2)ccc1O	-3	-1.3	-5	-1	2.3	-2	-4	12	2	0.9	4.9
18	COc1ccccc1NC(=O)NCCCN1CCN(c2cccc(Cl)c2)CC1	-2	-0.2	7	0	-0.2	-3	-8	0	-6	-0.3	0.0
19	CCOC(=O)CCC(=O)Nc1ccc(S(=O)(=O)N2CCCC2)cc1	-12	4.5	-18	-6	1.4	-3	-18	2	5	1.1	4.4
20	CCc1ccc(NC(=O)CCc2c(C)nn(-c3ccc(N4CCCCC4)nn3)c2C)cc1	0	-0.9	1	6	-0.2	2	27	-2	6	2.5	3.7
21	CCc1cccc(C)c1NC(=O)COn1nnc2ccc(C(F)(F)F)cc21	-2	2.1	28	4	0.5	1	6	-1	-3	1.2	3.2
22	CC(=O)c1ccc(C(=O)N2CCCC(N3CCN(c4ccc(F)cc4)CC3)C2)s1 (stereo not given)	5	-3.2	-3	7	1.3	1	508*	-3	1	2.8	3.4
23	O=C1CCc2cc(S(=O)(=O)N3CCC(C(=O)NC4CCCCCCC4)CC3)ccc2N1	-2	-3.7	-13	4	0.4	-12	/	-2	5	1.7	1.1
24	Cc1[nH]c(=O)nc(NN=Cc2ccc(Cl)cc2)c1C(=O)Nc1ccc(Cl)cc1	1	/	8	5	-0.2	2	/	3	-2	1.8	/
25	CC(=O)Nc1ccc(NC(=O)C(C)OC(=O)C2CCN(S(=O)(=O)c3cccs3)CC2)cc1 (stereo not given)	1	-0.5	-13	4	0.8	-6	-12	-1	5	-0.1	1.4
26	CCOc1ccccc1-c1nc(CN2CCC(C(=O)N3CCOCC3)CC2)c(C)o1	-11	-1.7	-6	10	0.0	10	-6	2	5	-1.2	-3.2
27	Nc1ccccc1NC1CCCCC1	-2	/	-14	-1	0.1	-9	/	4	-1	-1.8	/
28	COc1cc(=O)[nH]c(SC(C)C(=O)Nc2nc3c(s2)CCCC3)n1 (stereo not given)	-5	-0.8	-33	3	-0.5	-9	7	2	11	1.0	4.9
29	CCN(CC)C(=O)C1CCCN(Cc2sccc2C)C1 (stereo not given)	-1	-2.3	-16	-16	-2.2	9	17	-2	1	2.4	5.2
30	CS(=O)(=O)c1ccc(Cl)c(C(=O)Nc2ccc3nc(N4CCOCC4)sc3c2)c1	-3	-0.2	4	10	0.2	-4	-4	3	-1	1.0	0.6
31	COCCCNC(=O)c1ccc2c(c1)ncn2-c1ccc(C)cc1C	-4	-4.7	25	-1	1.3	-2	15	-4	-7	2.6	-1.8
32	O=C(CN1C(=O)c2ccccc2S1(=O)=O)c1ccc(F)cc1	4	-0.5	-1	-8	-2.8	3	-5	-1	3	-0.6	-1.1
33	CC(=O)CCc1c[nH]c2c(C(=O)O)cccc12	1	-0.5	-7	-3	-0.4	1	173	1	3	-0.2	0.9
34	NC(=S)NNC(=O)c1cc(C(F)(F)F)cc(C(F)(F)F)c1	0	-2.1	-28	5	0.4	-3	-2	3	-8	0.8	4.5
35	O=C(COc1ccc(Br)cc1)N/N=C1/SCC(=O)N1Cc1ccccc1	-3	-1.4	-18	-3	-1.1	-5	-13	11	2	3.4	2.1
36	Nc1ncccc1OCc1ccc(Cl)c(Cl)c1	8	1.5	-27	-2	1.4	2	-11	-3	1	4.0	1.5
37	CN(C(=O)CSc1nnnn1-c1ccc(O)cc1)C1CCS(=O)(=O)C1 (stereo not given)	6	-0.6	-10	-8	-1.3	-8	-6	2	-1	1.7	1.6
38	CCOC(=O)N1CCC(Nc2c(NCCN3CCN(c4ccccc4F)CC3)c(=O)c2=O)CC1	-1&1	1.2	-4&5	-6&-3	0.8&-0.4	-10&3	-24	0&-3	1&-2	-0.4&0.5	1.1
39	Cc1ccc(O)c(NC(=O)CSc2ccc(Cl)cc2)c1	-8	-0.7	24	5	1.1	-1	-16	0	8	4.4	-1.1
40	Cc1cc2cc(C=O)c(Cl)nc2cc1C	-8	-0.4	-3	3	1.3	-7	37	0	5	0.2	0.8
41	CCOc1ccc(-c2c(C#N)c(N)nc3c2c(=O)n(C)c(=O)n3C)cc1OC	10	0.7	-2	8	0.6	2	-7	-3	1	2.4	-0.6
42	CC1=C(C(=O)Nc2ccccc2F)C(c2cccs2)C2=C(CCCC2=O)N1 (stereo not given)	5	-2.9	14	-3	1.5	-2	-3	1	-3	3.5	0.8
43	O=C1OC(c2ccccc2)=N/C1=C/c1cccc(OC(=O)c2cccs2)c1	2	-1.3	-7	-1	-0.1	6	76	4	-1	2.4	2.1
44	Cc1ccc(N(C(=O)Cc2cccs2)C2C=CS(=O)(=O)C2)cc1Cl (stereo not given)	-4	1.1	19	1	-0.7	-3	2	3	-8	3.3	4.8
45	Cn1cc(Cl)c(C(=O)Nc2cccc(Cl)c2Cl)n1	0	-0.2	-21	3	2.5	2	43	-6	8	-1.0	3.0
46	O=C(CCCN=C1NS(=O)(=O)c2ccccc21)OCC(=O)N1CCc2ccccc21	-14	0.6	-8	1	-0.3	-3	19	0	3	-0.1	-0.4
47	O=C(Cc1ccc(S(=O)(=O)N2CCOCC2)s1)NCCc1ccc(F)cc1	-7	-1.5	-4	-7	-1.4	1	7	2	2	4.8	-0.8
48	COc1cccc(NC(=S)NCCCN2CCOCC2)c1	2	-0.5	-21	-4	-0.2	-1	34	1	3	1.0	-1.1
49	COc1ccccc1-c1cc(C(F)(F)F)nc(N2CCOCC2)n1	-2	0.7	-15	-2	0.3	7	162	-10	3	2.2	1.1
50	CC(=O)c1ccc(NC(=O)CSC(=S)N2CCCC2)cc1	2	0.6	-2	4	-1.7	-9	/	1	1	4.5	1.1

4 compounds out of the list above, sorted by the number in Tat export inh, lowest first.
| item | SMILES | PKA-R1A activ | Tat export inh | CDK5 p35 inh | PKA-R2B act | SUMO Mot1 rescue | DAGLB inhibitor | phage Ecoli inh | AddAB inh |
| --- | --- | --- | --- | --- | --- | --- | --- | --- | --- |
| 29 | CCN(CC)C(=O)C1CCCN(Cc2sccc2C)C1 (stereo not given) | -1 | -16 | -2.2 | 9 | 17 | -2 | 2.4 | 5.2 |
| 36 | Nc1ncccc1OCc1ccc(Cl)c(Cl)c1 | 8 | -2 | 1.4 | 2 | -11 | -3 | 4.0 | 1.5 |
| 43 | O=C1OC(c2ccccc2)=N/C1=C/c1cccc(OC(=O)c2cccs2)c1 | 2 | -1 | -0.1 | 6 | 76 | 4 | 2.4 | 2.1 |
| 34 | NC(=S)NNC(=O)c1cc(C(F)(F)F)cc(C(F)(F)F)c1 | 0 | 5 | 0.4 | -3 | -2 | 3 | 0.8 | 4.5 |

(more compounds)
no. | SMILES | PKA-R1A activ | E coli growth | HTR5A inv ctr | Tat export inh | CDK5 p35 inh | PKA-R2B act | SUMO Mot1 rescue | DAGLB inhibitor | HTR5A ag | phage Ecoli inh | AddAB inh
51 | C[C@@H]1CN([C@@H](C)CO)C(=O)c2cc(NC(=O)CCC(F)(F)F)ccc2O[C@H]1CN(C)S(=O)(=O)c1ccc(Cl)cc1 | 9 | 0.4 | -13 | -7 | -0.3 | 7 | 2 | 0 | -1 | 2.1 | 3.8
52 | C(#CCN1CCOCC1)CCCN1CCOCC1 | -5 | / | -7 | 13 | -4.6 | -4 | / | 2 | 2 | 1.3 | /
53 | CCOC(=O)c1c(C)[nH]c(C)c1C(=O)COc1ncnc2cc([N+](=O)[O-])ccc12 | 10 | -1.9 | 8 | 6 | 1.9 | 1 | / | 2 | -3 | 1.1 | -1.2
54 | O=C(NNC(=O)c1cccs1)c1ccc(Cl)c(S(=O)(=O)N2CCCC2)c1 | -4 | 0.8 | 18 | 19 | -15 | -3 | 2 | 2 | -7 | 3.7 | 1.0
55 | Cc1c(C(=O)O)c(=O)n(-c2ccccc2)n1-c1ccccc1 | -4 | -1.9 | -6 | -2 | 3.3 | -2 | 3 | -3 | 4 | 2.8 | 3.5

Bioassay records: PubChem, several laboratories
